Screening data from PubChem.
697 NFkB inh: lowers PMA/ionomycin-induced NF-kB signal in 697 B cells; 697 B-cell NF-kB luciferase reporter, 16 h; inhibition, % at 4 µM; 330,000 compounds, 0.33% hits; in the data active = inhibition above about 35%
CXCR6 inh: inhibitors of human CXCR6 receptor; O00574; inhibition, % at 20 µM; CHO-K1 PathHunter CXCR6 beta-arrestin, luminescence; AID 602244; 360,000 compounds, 0.36% hits; in the data active = inhibition above about 34%, passing the limit was not always enough;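 also: antagonist mode with CXCL16 agonist at 10 nM final; 0% = 10 nM CXCL16 with DMSO and 100% = unstimulated wells without agonist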
CHOP UPR activ: activators of apoptotic arm of unfolded protein response (CHOP) | CHO-CHOP luciferase reporter, UPR activation, luminescence; percent of tunicamycin response over DMSO baseline | activation, % at 10 µM | 330,000 compounds, 0.34% hits | AID 449763;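 active = at 10 µM dose, activation of 40% or more, normalized to positive control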;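 also: 100% = tunicamycin at 10 µg/mL and 0% = DMSO alone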
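System: CHO CHOP reporter cells. Amount: 500 cells per well. Buffer or medium: F12 medium, 10% FBS. Compound dosing: one dose, 10 µM in 0.5% DMSO. Incubation: 6 h compound exposure at 37 °C after overnight seeding. Technique: Steady-Glo luciferase luminescence. Benchmarks: tunicamycin and DMSO controls.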
EBI2 antag: EBI2 (human) antagonism. 360,000 compounds, 0.81% hits. inhibition, % at 5 µM. EBI2 beta-arrestin recruitment, luminescence, 7a,25-OHC stimulated. P32249; in the data active = inhibition above about 38%;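 also: enzyme fragment complementation signal reports receptor beta-arrestin coupling in cells; 0% = agonist plus DMSO wells and 100% = wells without agonist; some results beyond the cut were filed as inactive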
Gli-Sufu antag: Gli-Sufu pathway antagonism; inhibition, % at 5 µM; 340,000 compounds, 0.74% hits; Sufu-KO-LIGHT fibroblasts, Gli luciferase reporter luminescence;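 active = inhibition above about 55%, limit read from the data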;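 also: 0% = DMSO-treated cells and 100% = wells with medium but no cells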
Jurkat NFkB inh: inhibitors of the PMA/ionomycin-induced NF-kB reporter in Jurkat cells; PMA/ionomycin-induced NF-kB luciferase reporter, luminescence; inhibition, % at 4 µM; 330,000 compounds, 0.53% hits; in the data active = inhibition above about 50%
Mdm2 MdmX PPI: human Mdm2/MdmX binding inhibition; O15151+Q00987; SaOS-2 split-luciferase Mdm2/MdmX complementation, luminescence; inhibition, % at 8 µM; 330,000 compounds, 3% hits; AID 485346;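 active = inhibition of at least 50% at 8 µM in the primary screen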
Target sequence (O15151 whole entry, looked up): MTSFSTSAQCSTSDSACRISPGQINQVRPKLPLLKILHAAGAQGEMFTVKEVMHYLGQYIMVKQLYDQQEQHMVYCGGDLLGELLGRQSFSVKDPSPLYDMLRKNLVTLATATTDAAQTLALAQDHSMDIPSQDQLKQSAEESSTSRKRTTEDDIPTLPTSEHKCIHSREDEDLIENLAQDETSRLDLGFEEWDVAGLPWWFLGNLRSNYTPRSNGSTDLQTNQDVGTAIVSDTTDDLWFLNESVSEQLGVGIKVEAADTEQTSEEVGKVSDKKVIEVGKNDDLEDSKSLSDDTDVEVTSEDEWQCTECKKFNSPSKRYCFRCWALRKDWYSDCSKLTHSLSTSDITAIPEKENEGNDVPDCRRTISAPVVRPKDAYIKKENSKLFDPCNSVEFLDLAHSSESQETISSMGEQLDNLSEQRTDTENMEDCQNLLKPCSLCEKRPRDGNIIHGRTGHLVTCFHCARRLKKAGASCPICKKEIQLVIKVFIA
Target sequence (Q00987 whole entry, looked up): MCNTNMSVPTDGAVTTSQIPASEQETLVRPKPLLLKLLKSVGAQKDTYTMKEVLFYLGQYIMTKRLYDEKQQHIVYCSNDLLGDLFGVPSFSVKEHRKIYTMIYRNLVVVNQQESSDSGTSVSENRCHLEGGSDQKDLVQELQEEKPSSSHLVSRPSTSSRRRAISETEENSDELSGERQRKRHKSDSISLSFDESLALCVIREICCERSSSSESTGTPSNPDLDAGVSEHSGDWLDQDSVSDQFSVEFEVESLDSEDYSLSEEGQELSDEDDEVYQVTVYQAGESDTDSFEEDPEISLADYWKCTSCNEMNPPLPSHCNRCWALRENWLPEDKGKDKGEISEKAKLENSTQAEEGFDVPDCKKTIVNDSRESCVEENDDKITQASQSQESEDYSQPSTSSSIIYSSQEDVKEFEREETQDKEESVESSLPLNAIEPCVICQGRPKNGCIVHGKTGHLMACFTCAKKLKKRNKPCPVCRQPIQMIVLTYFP
XBP1 UPR activ: activators of adaptive arm of unfolded protein response (XBP1). CHO-XBP1 luciferase reporter, IRE1-XBP1 UPR activation, luminescence; percent of tunicamycin response, DMSO as zero. activation, % at 20 µM. 330,000 compounds, 0.33% hits. AID 463104;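 active = versus positive control, 20 µM dose yields 30% or more activation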;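 also: 100% = tunicamycin at 10 µg/mL and 0% = DMSO only wells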
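Material: CHO cell line with stable XBP1 luciferase reporter; schedule: 16-18 h cell attachment at 37 °C, then 6 h compound exposure; signal: glow luminescence from Steady-Glo reagent; medium: serum-containing F12 medium, 10% FBS; benchmarks: tunicamycin 10 µg/mL and vehicle-only wells; read-out: percent activation relative to tunicamycin reference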
CCR6 antag: antagonists of human CCR6 receptor; inhibition, % at 20 µM; P51684; 340,000 compounds, 0.49% hits; CHO-K1 CCR6 PathHunter beta-arrestin, luminescence, CCL20-stimulated; AID 493098;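 active = compounds whose inhibition of the agonist-driven luminescence signal at 20 µM reaches about 50%, limit read from the data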;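 also: cells stimulated with CCL20 at 14 nM final; plate controls were DMSO with CCL20 for no effect and DMSO without agonist for full effect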
* marks the source's active call; other numbers are inactive results; . = no result given; & = joins results of further samples.

compound	Gli-Sufu antag	CCR6 antag	CXCR6 inh	EBI2 antag	697 NFkB inh	Mdm2 MdmX PPI	Jurkat NFkB inh	CHOP UPR activ	XBP1 UPR activ
COc1cccc(Oc2coc3c(CN4CCOCC4)c(O)ccc3c2=O)c1	-20	4	1	2	-33	12	-17	-1.9	-6
COCCSc1nnc(NC(=O)Cc2ccccc2OC)s1	3	-3	-8	-4	9	19	10	0.6	-1
Cc1c(C(=O)C(=O)N2c3ccc(F)cc3CCC2C)c2ccccc2n1C (stereo not drawn)	27	7	1	4	-64	46	65*	-1.0	4
Cc1cc(C(=O)C(C(c2ccccc2)N2CCOCC2)N2CCOCC2)ccc1Cl (stereo not drawn)	6	18	6	1	.	.	.	.	.
CC(=O)NC(=S)Nc1ccc2oc(=O)ccc2c1	-1	5	2	-4	-3	35	5	1.3	1
CCc1ccc(NC(=O)CS(=O)CC(=O)N2CCN(c3ccccc3F)CC2)cc1 (stereo not drawn)	-4	15	-5	9	4	7	7	-1.4	4
COc1ccc(CCN(C)C(=O)c2cc(-c3ccccc3)nc3ccccc23)cc1OC	9	11	3	8	0	12	5	-1.6	-4
C1=C(c2sc3ccccc3c2-c2ccc(OCCN3CCOCC3)cc2)CCCC1	3	6	6	4	12	27	11	1.7	-4
Cc1ccc(S(=O)(=O)NCCCN2CCCC2)cc1	8	-7	1	0	4	-25	-11	2.1	4
COc1cc(NC(=O)c2nccnc2N)cc(C(=O)Nc2cccc(C(F)(F)F)c2)c1	23	-1	0&8	1&14	-3	23	-13	1.6	11
Cc1ccc(N(C(=O)C2CCCC2)C2C=CS(=O)(=O)C2)cc1 (stereo not drawn)	-3	1	-5	-3	-2	-6	14	0.6	0
CCOc1ccc(-n2nnnc2-c2nc3ccccc3s2)cc1	30	9	5	3	-239	74*	-53	1.0	7

Next section, starting with the last two of the part before.
compound	Gli-Sufu antag	CCR6 antag	CXCR6 inh	EBI2 antag	697 NFkB inh	Mdm2 MdmX PPI	Jurkat NFkB inh	CHOP UPR activ	XBP1 UPR activ
Cc1ccc(N(C(=O)C2CCCC2)C2C=CS(=O)(=O)C2)cc1 (stereo not drawn)	-3	1	-5	-3	-2	-6	14	0.6	0
CCOc1ccc(-n2nnnc2-c2nc3ccccc3s2)cc1	30	9	5	3	-239	74*	-53	1.0	7
COCCCN1C(=O)CS/C1=N\S(=O)(=O)c1ccccc1	2	8	4	-2	12	5	9	-1.0	1
COc1cccc(C(=O)NCCCn2ccnc2)c1	1	6	-9	-2	5	3	6	1.6	6
COc1cc2c(cc1OC)CN(CC(=O)Nc1ccccc1C(=O)NCc1ccccc1)CC2	28	19	2	15	-6	27	9	1.3	-1
CSCC(=O)N1CCCC(N2CCN(c3ccc(F)cc3)CC2)C1 (stereo not drawn)	6	-1	-5	5	8	-2	-9	0.6	-2
ON=C1CCN(c2ncc(C(F)(F)F)cc2Cl)CC1	10	-4	-1	-6	-4	2	3	1.8	4
CC(C)(C)c1nc(NCC2CCCO2)c2nnn(Cc3ccccc3)c2n1 (stereo not drawn)	28	13	-2	23	-11	8	11	-1.9	0
Cc1ccccc1P(=O)(CO)c1ccccc1C	4	-6	-10	-5	11	6	6	-0.1	-3
CC(C)(C)n1nc2c(c1NC(=O)COc1ccc(Cl)cc1)CS(=O)(=O)C2	4	9	2	9	11	-15	10	-0.2	1
Nc1c(-c2ccc(F)cc2)cnc2ncnn12	4	0	-6	9	16	-13	0	-2.3	-2
COCCCNC(=O)c1cc(C)nc2ccc(F)cc12	-1	0	-1	-3	23	13	0	1.7	-4
OC(COc1ccc2c(c1)CCC2)CN1CCN(c2cccc(Cl)c2)CC1 (stereo not drawn)	-7	-7	-6	24	-30	-3	-3	2.0	-3
O=C(c1ccccc1SCc1ccccc1)N1CCCCCC1	-11	6	-9	4	8	16	1	0.9	1
NCCCCCc1nnc(SCc2cccc(Cl)c2)o1	5	11	-5	2	15	17	11	-1.3	5
CNC(=S)N(CCN(C)C)Cc1cc2cc3c(cc2[nH]c1=O)OCO3	10	-5	7	-10	-46	3	-35	0.9	-4
O=C(O)CSc1c(-c2ccccc2)[nH]c2ccccc12	4	0	-3	-5	-10	3	-17	-1.6	1
N#Cc1c(-c2ccc(Cl)cc2)c(C#N)c(=O)n(N)c1N	-9	-16	4	-6	7	-11	7	6.3	-4
COc1ccccc1NS(=O)(=O)c1ccc2oc(SCc3ccc(C#N)cc3)nc2c1	31	3	2	9	-24	42	-1	-0.4	-2
O=c1cc(-c2ccccc2)[nH]c2cc(Cl)ccc12	14	-10	-1	-20	-39	41	65*	-0.9	12
CCCn1c(SCC(=O)Nc2nccs2)nnc1-c1cccnc1	-8	9	2	-7	-3	-12	-15	-2.5	0
O=c1[nH]c(SCc2nc3ccccc3c(=O)n2-c2ccccc2C(F)(F)F)nc2ccccc12	1	-13	4	-4	10	14	2	-2.1	-2
Cn1c(=O)c2[nH]c(N3CCN(c4cccc(O)c4)CC3)nc2n(C)c1=O	-18	4	-4	-6	22	49	-6	-1.6	-3
Cc1csc(NC(=O)CSC2=NCCS2)n1	-26	4	-2	1	5	-2	-9	4.1	-1
CC(C)CCNC(=O)NC(=O)CSc1nnc2ccccn12	-1	5	0	-3	0	2	-9	-1.3	1
CC(=O)NC1C(OCCOc2ccc(Cl)cc2Cl)OC(COC(C)=O)C(OC(C)=O)C1OC(C)=O (stereo not drawn)	-4	6	-3	15	4	22	-2	0.0	-2
CCc1ccc(C2CC(=O)NC(SCC(=O)OC(C)C)=C2C#N)cc1 (stereo not drawn)	9	11	0	-14	-2	15	-3	0.7	0
Cc1cc(C(=O)CN2C(=O)C(=O)N(C)C2=O)c(C)n1-c1cccc(S(=O)(=O)N2CCOCC2)c1	-2	12	-3	35	-3	-24	-2	-1.2	4
O=C(CNCC1CCCO1)Nc1ccc([N+](=O)[O-])cc1C(=O)Nc1ccccc1F (stereo not drawn)	5	17	-1	-5	6	-10	-3	1.1	-1
COC(=O)c1ccc(CS(=O)(=O)c2ccc(C)cc2)cc1	10	1	3	-4	5	-6	11	0.5	0
CS(=O)(=O)N1N=C(c2cccs2)CC1c1ccc(Cl)o1 (stereo not drawn)	-14	14	-3	0	-19	-16	-6	3.3	4
CCCCOc1ccc(C(=O)O)cc1	0	8	10	9	10	5	2	-0.8	-1
O=C(Nc1ncc2c(n1)-c1ccccc1CC2)c1cccc(Cl)c1	-20	3	-9	7	-28	49	43	0.6	1
COc1ccc(-c2nc3c(c(SCC(=O)N4CCOCC4)n2)Cc2c(CO)cnc(C)c2O3)cc1	21	4	-14	-21	32	58*	8	3.6	2
O=C(Nc1cccnc1)C1CCN(S(=O)(=O)c2cccc3nonc23)CC1	1	21	4	-7	13	13	5	-0.5	0
CC1CCCCN1S(=O)(=O)c1ccc2[nH]c(=O)cc(C(=O)NCCCN3CCCCCC3)c2c1 (stereo not drawn)	8	12	-5	-6	8	3	-8	-0.2	-1
Cc1ccccc1NC(=O)Cn1c(=O)n(CC2CCCO2)c(=O)c2ccccc21 (stereo not drawn)	1	-7	-3	-1	4	7	-9	-2.5	1
CCOc1ccc(CCNC(=O)c2[nH]c(C)c(C(C)=O)c2CC)cc1OCC	6	10	1	-3	15	18	4	-0.9	-3

Three structures from above, sorted by number of heavy atoms, high to low.
compound	Gli-Sufu antag	CCR6 antag	CXCR6 inh	EBI2 antag	697 NFkB inh	Mdm2 MdmX PPI	Jurkat NFkB inh	CHOP UPR activ	XBP1 UPR activ
CCOc1ccc(CCNC(=O)c2[nH]c(C)c(C(C)=O)c2CC)cc1OCC	6	10	1	-3	15	18	4	-0.9	-3
O=C(Nc1cccnc1)C1CCN(S(=O)(=O)c2cccc3nonc23)CC1	1	21	4	-7	13	13	5	-0.5	0
CCc1ccc(C2CC(=O)NC(SCC(=O)OC(C)C)=C2C#N)cc1 (stereo not drawn)	9	11	0	-14	-2	15	-3	0.7	0

The list continues:
compound	Gli-Sufu antag	CCR6 antag	CXCR6 inh	EBI2 antag	697 NFkB inh	Mdm2 MdmX PPI	Jurkat NFkB inh	CHOP UPR activ	XBP1 UPR activ
COc1cccc(-c2nnc(SCc3ccc(C#N)cc3)n2Cc2ccco2)c1	13	17	-12	-1	22	22	2	5.3	-3
O=C(CN1CCN(c2ccccc2F)CC1)N1N=CCC1c1ccccc1 (stereo not drawn)	5	23	-2	7	-24	-1	-21	4.2	0
CCC(C(=O)OCC(=O)Nc1ccc2[nH]c(=O)[nH]c2c1)c1ccccc1 (stereo not drawn)	-3	7	0	-10	13	-2	4	3.2	-1
COc1ccc(OC)c(NC(=O)c2cc3oc4ccccc4c3cc2O)c1	-3	-16	-11	12	11	27	-5	1.6	37*
O=C(N/N=C/c1cnc(N2CCOCC2)s1)c1ccccc1	-15	17	1	4	-8	8	-14	0.4	0
CCN(CC)S(=O)(=O)c1ccc(N2CCOCC2)c(NC(=O)c2ccc(NC(C)=O)cc2)c1	-2	12	0	-11	11	9	8	1.5	2
Cc1cccc(NC(=O)CCn2c(=O)oc3ccccc32)c1	5	4	-7	1	-2	16	-8	-0.9	-1
CN(C)c1ccc(C(=O)c2ccc(N(C)C)c(N)c2)cc1N	-17	-9	-4	1	-48	17	47	2.2	0
NC(=O)c1ncn([C@@H]2O[C@H](CNCc3cc(Cl)ccc3OCc3ccc(Cl)cc3)[C@@H](O)[C@H]2O)n1	-6	2	4	2	.	.	.	.	.
COc1ccccc1-c1nnc(SCC(=O)N2CC(C)CC(C)C2)o1 (stereo not drawn)	12	-6	-7	6	6	2	0	0.5	0
O=c1ccc2c(o1)/C(=C/C=C(Cl)Cl)CCC2	-3	-3	-7	2	-4	26	8	2.4	-2
O=C(C/C=N/OCc1ccc(F)cc1Cl)c1cnc(-c2ccccc2)s1	-1	14	7	9	1	16	8	1.1	2
N#Cc1ccc(N=c2ssnc2Cl)cc1	-5&11	32&49	-1&13	28&25	5&-2	-3&26	7&-2	4.0&3.1	-2&0
CCN(CC(=O)Nc1c(F)cccc1F)C(=O)C1CCN(C(=O)Nc2ccccc2)CC1	5	6	6	-8	-13	-6	-7	0.7	0
O=C(CN1CCN(S(=O)(=O)c2ccccc2)CC1)NC1CC1	4	0	-7	7	-8	-3	-21	1.1	-4
O=C1C(=O)N(c2ccc(O)cc2)C(c2ccccc2[N+](=O)[O-])/C1=C(\O)c1ccccc1 (stereo not drawn)	1	16	4	-5	-68	-4	-9	5.3	5
CCc1c(Cl)nc(N)nc1Nc1ccccc1Cl	47	4	0	-5	.	.	.	.	.
O=C(CCS(=O)(=O)c1ccccc1)Nc1nc2c(s1)COc1ccccc1-2	11	26	3	19	7	63*	21	1.4	-2
Cc1nc(N2CCN(S(=O)(=O)c3cccc4nonc34)CC2)c2c3c(sc2n1)CCCC3	6	25	13	16	-22	40	-16	6.8	0
O=C(CCNC(=O)c1ccc(Br)cc1)Nc1ccc(S(=O)(=O)N2CCCCC2)cc1	-10	12	7	24	-6	23	8	-2.0	1
Cc1ccc(-c2[nH]nc3c2C(C)C(C#N)=C(N)O3)cc1 (stereo not drawn)	-1	-5	1	-1	11	18	9	1.3	-2
CCC(=O)Nc1nnc(S(=O)(=O)N2CCc3ccccc32)s1	-20	-1	5	-9	0	-32	-12	2.0	-2
O=C(O)COc1ccc(-c2nnn(Cc3ccccc3F)n2)cc1	-10	-2	15	-3	7	32	15	-2.7	-4

Not a hit list; overall some 5% were active at least once.
